Assay outcomes (PubChem)
HUVEC prolif 384 – inhibitors of HUVEC proliferation, primary screen, cell-based, 384-well; CellTiter-Glo luminescence, 72 h; hits give low values; viability, % at 10 µM (by protocol); 1.1% of 86,000 active; AID 648, 2007;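 active = viability at or below 30%; inactive = viability above 30%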;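 also: 100% = median luminescence of DMSO-only cell control wells on each plate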
H69AR inhibit – proliferation blockers of H69AR lung cancer cells, primary screen, cell-based, human, 86K library | H69AR lung tumor viability, ATP luminescence, 72 h; hits give low values | viability, % at 10 µM | 6% of 85,000 active;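 active = viability at or below 40%; inactive = viability above 40%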;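 also: multidrug resistant small cell line overexpressing MRP-1 efflux transporter; 100% = mean luminescence of untreated control wells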
Smad3 FoxH1 inh – Smad3/FoxH1 peptide binding inhibitors, primary screen, biochemical, TR-FRET. Mothers against decapentaplegic homolog 3 (Homo sapiens), P84022. TR-FRET Smad3/Dy647-FoxH1 peptide binding, europium anti-His. inhibition, % at 25 µM. 0.29% of 88,000 active;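 active = compounds that reduce the energy-transfer binding signal between the protein and its labelled peptide by more than half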;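 also: 0% = Smad3 plus labelled peptide maximal FRET and 100% = peptide-only background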
Target sequence (P84022 whole entry, looked up): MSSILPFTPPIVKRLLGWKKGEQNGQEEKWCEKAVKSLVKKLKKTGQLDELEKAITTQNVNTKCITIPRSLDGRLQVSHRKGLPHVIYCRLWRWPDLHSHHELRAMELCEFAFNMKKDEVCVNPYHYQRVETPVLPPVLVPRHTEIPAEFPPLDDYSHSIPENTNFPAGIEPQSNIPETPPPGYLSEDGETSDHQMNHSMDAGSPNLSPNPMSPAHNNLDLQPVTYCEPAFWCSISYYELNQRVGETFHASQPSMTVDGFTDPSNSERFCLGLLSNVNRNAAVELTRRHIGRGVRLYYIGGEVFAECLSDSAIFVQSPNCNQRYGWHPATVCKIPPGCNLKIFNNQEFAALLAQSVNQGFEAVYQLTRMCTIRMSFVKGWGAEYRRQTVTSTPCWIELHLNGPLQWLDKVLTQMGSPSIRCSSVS
ERa SRC1 pot – enhancers of ERα–SRC-1 coactivator binding, primary screen, biochemical, TR-FRET, ERα LBD, low estradiol; Estrogen receptor (Homo sapiens), P03372; 1.3% of 86,000 active; TR-FRET ERalpha-LBD/SRC-Cy5 coactivator binding, 2 h; 100 = basal binding, no effect; coactivator binding (% of control), % at 25.6 µM; in the data active = activity above about 200%;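 also: binding measured in presence of low estradiol as agonist stimulus; 0% = peptide alone without receptor and 100% = receptor with peptide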
Target sequence (P03372 whole entry, looked up, the tested form may be a part): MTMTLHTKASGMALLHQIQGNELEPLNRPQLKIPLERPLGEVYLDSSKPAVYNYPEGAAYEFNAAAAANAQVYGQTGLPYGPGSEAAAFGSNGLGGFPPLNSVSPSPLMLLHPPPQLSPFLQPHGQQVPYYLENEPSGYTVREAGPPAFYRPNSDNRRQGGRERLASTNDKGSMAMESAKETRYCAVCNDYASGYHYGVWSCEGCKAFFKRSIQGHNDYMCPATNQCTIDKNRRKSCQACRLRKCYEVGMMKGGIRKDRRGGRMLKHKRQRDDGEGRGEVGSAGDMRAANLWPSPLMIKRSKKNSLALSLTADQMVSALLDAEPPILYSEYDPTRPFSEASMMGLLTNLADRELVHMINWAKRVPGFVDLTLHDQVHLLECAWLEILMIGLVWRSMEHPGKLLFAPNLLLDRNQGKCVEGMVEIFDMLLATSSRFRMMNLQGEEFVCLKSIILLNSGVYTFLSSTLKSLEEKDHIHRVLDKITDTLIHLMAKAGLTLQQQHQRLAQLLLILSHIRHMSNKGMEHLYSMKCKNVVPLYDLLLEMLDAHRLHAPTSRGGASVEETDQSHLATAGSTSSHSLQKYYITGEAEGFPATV
Lung fibro prol – antiproliferative effect on LL 47 fibroblasts – human, LL 47 cells, CellTiter-Glo luminescence, primary screen; LL 47 human lung fibroblast viability, ATP luminescence; hits give low values; viability, % at 10 µM; AID 719, 2007; 1.1% of 85,000 active;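 active = viability at or below 50% in the single dose screen; inactive = viability above 50%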;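 also: compound exposure lasted 72 h before the ATP readout; 100% = median luminescence of untreated cell-only wells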
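Assay system: human lung fibroblast line LL 47, low passage. Input: 1,150 fibroblasts seeded per well. Times: overnight cell rest, 72 h compound treatment at 37 °C. Evaluation: % viability of median cell-only signal. Technique: luminescent ATP detection, CellTiter-Glo. Control set: cell-only wells, no compound.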
sEH act – soluble epoxide hydrolase activators, primary screen, biochemical, human sEH. Bifunctional epoxide hydrolase 2 (Homo sapiens), P34913. purified human sEH enzymatic activity, activator screen. activation, % at 2 µM. 0.04% of 91,000 active; in the data active = activation above about 37%; also: values of inactives mirror those of a sister screen read the other way
ERa SRC1 inh – ERα–SRC-1 coactivator interaction inhibitors, primary screen, biochemical, TR-FRET, ERα LBD, estradiol-bound | Estrogen receptor (Homo sapiens), P03372 | TR-FRET ER-alpha LBD / SRC-1 peptide | inhibition, % at 25.6 µM | 1.7% of 86,000 active | AID 629, 2007; in the data active = inhibition above about 50%;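 also: 0% = receptor plus peptide control and 100% = peptide only without receptor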
ERb SRC1 inh – inhibitors of ERβ-SRC1 coactivator interaction, primary screen, biochemical, TR-FRET, ERβ LBD, SRC-1 peptide; inhibition, % at 25.6 µM; AID 633, 2007; TR-FRET ER-beta LBD / SRC1-Cy5 peptide binding; receptor agonist-loaded with 1 µM estradiol; 1.3% of 86,000 active; Estrogen receptor beta (Homo sapiens), Q92731;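 active = compounds whose percent inhibition of the receptor-coactivator binding signal exceeds about 50% in the single-dose screen, limit read from the data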;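 also: 0% = receptor plus peptide wells without compound and 100% = peptide-only wells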
Candida biofilm – clotrimazole potentiators killing Candida biofilms, primary screen, with clotrimazole, Alamar Blue. AID 834, 2007. 0.14% of 85,000 active. inhibition, % at 6 µM. C. albicans biofilm + clotrimazole;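 active = inhibition above 20%; inactive = inhibition below 20%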;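 also: preformed 24 hr biofilms exposed to compound for 48 hr; 0% = biofilm without compound and 100% = blank killed by clotrimazole plus chlorhexidine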
The depositor's hits bear a star; x = not tested or not shown; [ ] = dose if it differs, or a comment. Some of the compounds tested (hit frequency here may not be typical).

SMILES	HUVEC prolif 384	H69AR inhibit	Smad3 FoxH1 inh	ERa SRC1 pot	Lung fibro prol	sEH act	ERa SRC1 inh	ERb SRC1 inh	Candida biofilm
Cc1cc(OCC(=O)N(C)C)c2c(-c3ccccc3)cc(=O)oc2c1	93.6	90.7	3.6	100.0	91.0	x	0.2	-7.9	7.9
CCN(CC)S(=O)(=O)c1cccc(C(=O)OCc2cc(=O)n3nc(C)sc3n2)c1	105.7	97.4	3.3	112.0	102.3	x	-28.8	-28.2	8.6
CCc1ccc(OCC(=O)Nc2ccc(-c3nc4ccccc4o3)c(O)c2)cc1	80.7	66.4	-24.0[fluorescence artefact?]	160.9[fluorescence artefact?]	98.2	-1.1	79.5*[fluorescence artefact?]	69.9*[fluorescence artefact?]	2.8
CCCc1nc2ccccc2[nH]1	88.8	93.8	18.2	112.5	89.8	4.5	-3.6	-5.4	-2.4
CCC(c1nnnn1Cc1ccco1)N(Cc1cc2cc(C)cc(C)c2[nH]c1=O)CC1CCCO1 (stereo not drawn)	94.5	71.2	-3.7	89.9	84.5	-1.3	0.8	-9.1[fluorescence artefact?]	-2.0
CC(=O)C1=C(C)Nc2ncnn2C1c1ccccc1Cl (stereo not drawn)	102.8	83.3	-12.9	109.9	94.9	13.1	12.6[fluorescence artefact?]	13.1[fluorescence artefact?]	4.8
CC(=O)Nc1cccc(NC(=O)c2ccco2)c1	86.7	89.3	6.6	91.7	101.4	x	0.0[fluorescence artefact?]	14.4	1.8
COc1ccc2cc(S(=O)(=O)N3CCOCC3)ccc2c1	96.3	88.0	3.7	122.9	91.1	16.8	-4.2	-8.2	5.3
CCCn1c2ccccc2c2nnc(SCC(=O)Nc3cc(C)on3)nc21	91.6	63.7	0.4	102.5	108.1	-5.7	-0.2	6.5	-2.1
CC(OC(=O)c1cc2sccc2n1C)C(=O)NCc1ccc2c(c1)OCO2 (stereo not drawn)	89.3	91.6	9.5[fluorescence artefact?]	131.2	103.1	-10.7	1.4	-0.5	0.3
CC1(C)CC(=O)c2sc(NC(=O)CN3C(=O)CCC3=O)nc2C1	91.6	71.4	9.1	121.1	92.5	-12.1	0.7	-8.5[fluorescence artefact?]	4.9
Cc1ccc(CNC(=O)CCCC(=O)O)cc1	90.6	91.2	9.8	100.5	98.4	4.6	2.3[fluorescence artefact?]	1.6[fluorescence artefact?]	5.8
COC(=O)c1c(NC(=O)CN2CCN(c3ccccc3)CC2)c2c(C)cccc2n1C	87.0	74.2	6.9	100.0	88.0	12.1	-2.6	-4.0	8.0
O=C(Nc1cccnc1)c1cccs1	79.9	81.7	-2.6	96.7	68.4	0.9	1.0	17.6[fluorescence artefact?]	2.2
CCOC(=O)Nc1oc2ccccc2c(=O)c1C	86.2	95.1	-1.6	103.5[fluorescence artefact?]	92.6	-22.5	-1.9	-2.6	6.7
CCOc1ccc(S(=O)(=O)n2nnc3ccccc32)cc1C(C)C	99.1	97.5	-1.8	113.7	92.2	3.1	-37.5	-24.8	-1.0
COc1cc(C2Sc3ccccc3NC3=C2C(=O)OC3)cc(OC)c1OC (stereo not drawn)	72.2	14.5*	0.0	103.5	80.8	-5.8	4.2	-3.6	2.7
CC1CCN(c2nc3ccccc3nc2N2CCC(C)CC2)CC1	95.9	103.3	-1.2	73.2	102.3	4.8	-2.2	-6.4	8.2
COc1cc(/C=N/n2cnnc2)ccc1OC(=O)c1ccncc1	86.6	82.9	3.5	118.7	x	-2.7	2.8	-8.0	6.7
N#C/C(=C1\CCCN1)c1ccc2ccccc2n1	87.5	83.8	3.8	96.6	93.2	-3.8	7.2	10.4	-3.4
Cc1ccccc1NC(=O)CSc1nnc(-c2ccccc2)n1-c1ccccc1	93.6	106.2	15.1[fluorescence artefact?]	401.7*[fluorescence artefact?]	98.3	-11.7	1.3[fluorescence artefact?]	-4.8[fluorescence artefact?]	2.6
Cc1ccc(OCC(=O)N2CCC(N3CCCCCC3)CC2)cc1	97.5	99.8	-0.1	97.5	105.6	x	6.5	12.2	9.2
CC(C)c1ccc(-c2nc(N3CCCCC3)[nH]c(=O)c2C#N)cc1	92.1	100.3	-57.6	180.7	95.3	13.8	14.3	27.4[fluorescence artefact?]	8.5
O=C(NCc1ccco1)c1ccccc1-c1ccccc1	95.8	99.2	0.3	118.2	95.6	-2.0	5.6[fluorescence artefact?]	3.2[fluorescence artefact?]	4.0
CN(C)C(=O)CSc1nnc(C23CC4CC(CC(C4)C2)C3)o1	108.2	93.2	-0.8	118.8[fluorescence artefact?]	95.2	-2.5	-2.8	-5.8	4.8
Cc1cc(NC(=O)CSc2cn(CCNC(=O)c3ccccc3)c3ccccc23)no1	86.7	89.8	-8.6	68.3[fluorescence artefact?]	93.3	-9.6	-2.3	-14.5	-0.8
CC1(C)CC(=O)c2cc(OCC(=O)N3CCOCC3)ccc2O1	92.7	96.6	-1.8	101.6	102.5	-10.8	-2.0	-0.2	0.1
COc1ccc(NC(=O)CN2CCN(C3c4ccccc4-c4ccccc43)CC2)c(OC)c1	59.7	58.5	-2.8	98.5	72.2	5.4	-8.1	-2.3	5.6
Cc1ccc(Cl)cc1N1CCN(C(CC(C)C)c2nnnn2CC2CCCO2)CC1 (stereo not drawn)	83.0	89.5	-3.0	95.3	101.7	4.0	4.4	-0.7	-4.0
Cc1ccc(S(=O)(=O)Cn2nnnc2CN(Cc2ccco2)Cc2cccs2)cc1	94.9	90.8	1.7	106.9	93.3	3.7	-3.5	-2.6	8.7

Three entries from above, arranged by the number in ERa SRC1 pot, ascending:
smiles	ERa SRC1 pot
COc1ccc(NC(=O)CN2CCN(C3c4ccccc4-c4ccccc43)CC2)c(OC)c1	98.5
CC1(C)CC(=O)c2cc(OCC(=O)N3CCOCC3)ccc2O1	101.6
O=C(NCc1ccco1)c1ccccc1-c1ccccc1	118.2

(more compounds)
SMILES	HUVEC prolif 384	H69AR inhibit	Smad3 FoxH1 inh	ERa SRC1 pot	Lung fibro prol	sEH act	ERa SRC1 inh	ERb SRC1 inh	Candida biofilm
Cc1cccc(C)c1OCC(=O)Nc1cccc(NC(=O)c2ccco2)c1	80.2	73.8	-1.1	106.4	105.4	6.6	-10.7	-11.4	3.9
O=C(CCc1nc2cccnc2n1Cc1ccccc1)N1CCOCC1	96.7	71.6	5.2	89.6	101.1	-10.7	-3.6	-0.4	3.6
COc1ccc2c(c1)C(=O)N(c1ccccc1OC)C(=O)C2(C)C	94.5	79.0	-5.8	101.9	89.9	3.5	4.2	8.2[fluorescence artefact?]	-0.4
O=C(O)C1C2C=CC(C2)C1C(=O)OCc1ccccc1 (stereo not drawn)	91.4	89.2	8.5	123.0	107.0	4.3	-8.1	-9.4	11.1
CCCN(CCC)c1nc2ccccc2nc1C(C#N)C(=O)OC(C)COC (stereo not drawn)	83.7	77.5	-4.4	95.8	91.5	0.4	-2.6	-5.9	9.2
CC(=O)Nc1ccc2c(c1)ncn2C	102.9	93.0	1.8	108.2[fluorescence artefact?]	101.2	-4.5	-3.7	-6.0	4.8
Cn1c(=O)oc2cc(S(=O)(=O)NCc3ccccn3)ccc21	95.3	104.0	5.2	100.9	109.2	0.1	-7.2	-16.0	2.9
COCCCn1c(SCc2cc(=O)[nH]c3ccccc23)nnc1-c1ccco1	96.3	81.5	6.0	105.7	89.8	-3.9	5.1	-1.1	7.8
Cc1ccc2nc(NC(=O)c3ccc4ncsc4c3)sc2c1	84.2	52.5	8.6	187.8[fluorescence artefact?]	100.7	-2.3	32.5[fluorescence artefact?]	-2.9	11.3
CC1CCN(C(=S)NC(=O)c2ccccc2)CC1	97.2	92.6	5.8	107.9	95.4	10.2	-6.8	-4.7	4.2
O=C(Oc1ccnc2cc(Cl)ccc12)N1CCCCCC1	113.8	25.9*	-9.5	84.5	87.6	x	3.9	5.3[fluorescence artefact?]	4.7
O=c1cc(N2CCc3ccccc3C2)[nH]c(=O)n1-c1ccccc1Cl	95.2	71.1	-21.8	107.1	96.1	15.0	1.6	-2.4	2.6
COc1ccc(C(=O)Nc2ccc(S(=O)(=O)Nc3nccnc3OC)cc2)cc1OC	106.1	87.3	2.5	97.4	93.0	0.0	-2.9	-10.1	1.4
Cc1ccc(-n2ncc(C(=O)NCc3ccc4c(c3)OCO4)c2NC(=O)c2ccco2)cc1C	82.3	88.5	-6.4	96.8	99.3	1.6	12.0	11.2[fluorescence artefact?]	6.9
CCN(CC)C(=O)Nc1c(C)n(C)n(-c2ccccc2)c1=O	85.1	101.8	16.5	111.3	96.1	6.3	-15.0	-32.5[fluorescence artefact?]	9.4
O=C(NCc1cccnc1)C1c2ccccc2C(=O)N1Cc1ccco1 (stereo not drawn)	91.0	98.0	11.9	92.7	98.0	15.1	0.1	51.0*[fluorescence artefact?]	8.2
Cc1c(C(=O)O)[nH]c2c1C(=O)CC(c1ccccc1)C2 (stereo not drawn)	94.8	101.4	-6.4	108.4	95.2	-2.6	-0.5	-7.5	1.1
C=CCOn1c(=O)c(=O)n(OCc2ccccc2)c2ccccc21	107.0	80.8	-2.7	73.2	116.4	-7.9	9.7	17.1	5.9
COCCN1C=C(C(=O)OC)C(c2ccc(OC)c(OC)c2)C(C(=O)OC)=C1	100.6	96.1	-4.9	119.9	94.3	0.0	-2.5	7.1	11.0
O=C(C1CCN(S(=O)(=O)c2cnc[nH]2)CC1)N1CCN(c2ncccn2)CC1	103.1	88.9	-0.2	101.2	97.0	13.6	-16.0	-5.2	x
CCn1c(N2CCN(CC(=O)Nc3cccc(C)c3C)CC2)nc2ccccc21	96.3	46.8	-5.6	101.0	95.1	10.1	-0.3	-6.3	3.9
O=c1c(/C=N/O)coc2ccc3ccccc3c12	88.8	79.0	0.9	133.1	98.6	x	-2.0	-5.1[fluorescence artefact?]	5.2
COc1ccc(N2C(=O)CCC(C(=O)Nc3cccc(C)n3)C2c2ccc(OC)c(OC)c2)cc1 (stereo not drawn)	117.5	97.3	-16.3	102.0	94.0	x	1.4	1.3	-3.8
COc1ccc(-c2noc(CCC(=O)Nc3ccc(C)c(C)c3)n2)cc1	95.4	91.4	13.7	126.9[fluorescence artefact?]	92.4	-15.1	-5.5	-3.9	6.3
Cc1ccc2oc(=O)c3cnn(CC(=O)NCCCOC(C)C)c3c2c1	90.4	97.3	-0.4	102.2	96.2	13.4	-2.1	7.6	13.6
O=C1C=C(c2ccccc2)C(O)(c2ccccc2)C1 (stereo not drawn)	91.1	99.1	-8.9	114.3[fluorescence artefact?]	100.5	-9.0	-1.6	0.3	-5.2
CN(C)c1ccc(NC(=O)CSc2nc(N)c(C(=O)Nc3ccc(N(C)C)cc3)s2)cc1	94.1	83.0	3.0	64.9	88.3	0.1	14.7	13.2	5.4
COc1ccc(C(c2nnnn2C(C)(C)C)N2CCN(C)CC2)cc1OC (stereo not drawn)	94.0	106.8	-2.5	120.5	97.2	x	-6.1	-5.2	1.1
